RORA act: RORA (human) activation; CHO-K1 Gal4-RORA LBD luciferase reporter, luminescence; percent increase over mock-subtracted basal signal; activation, % at 10 µM; 1.5% of 65,000 active;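 active = activation above the mean of all tested compounds plus 3 SD, cut at about 49% in these data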;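 also: 0% = DMSO-treated RORA cells and 100% = added signal equal to DMSO minus mock-transfected cells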
HTR1E agonist: agonists of human 5-HT1E serotonin receptor; P28566; AID 574; 0.69% of 65,000 active; CHO 5-HT1E Ga15 NFAT-bla reporter, FRET; 0% DMSO wells, 100% control agonist wells; activation, % at 6 µM;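 active = activation above a set limit, the screen-wide mean activation plus 3 SD, cut at about 8.5% in these data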;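 also: 100% = positive control agonist at 1 µM giving full maximal response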
S1P1 ag-PAM: S1P1 (human) agonism or agonism potentiation. 0.57% of 56,000 active. activation, % at 9.5 µM. P21453. AID 449. S1P1 CRE-bla cells, forskolin, beta-lactamase FRET, potentiator mode; S1P1 agonist co-added at EC20, 2 nM; 100% = saturating reference agonist, 0% = basal;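 active = activation above a cutoff set at the mean activation of all tested compounds plus 3 SD, cut at about 54% in these data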;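 also: forskolin at 4 µM as EC80 and the EC20 agonist is SEW2871; 100% = SEW2871 at its EC100 plus forskolin at EC80; some compounds past the cut are filed as inactive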
Target sequence (P21453 whole entry, looked up): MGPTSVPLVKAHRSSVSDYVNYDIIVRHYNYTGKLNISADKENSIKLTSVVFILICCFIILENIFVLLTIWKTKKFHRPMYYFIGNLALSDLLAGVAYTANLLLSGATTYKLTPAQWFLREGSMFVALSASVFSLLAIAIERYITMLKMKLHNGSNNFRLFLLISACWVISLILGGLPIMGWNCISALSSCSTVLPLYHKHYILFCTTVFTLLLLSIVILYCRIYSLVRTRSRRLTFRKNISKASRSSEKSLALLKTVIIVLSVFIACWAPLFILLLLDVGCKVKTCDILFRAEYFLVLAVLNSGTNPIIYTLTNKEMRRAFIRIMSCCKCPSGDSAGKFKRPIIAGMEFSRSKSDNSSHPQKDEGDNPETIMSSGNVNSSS
AP complement: orthogonal test for alternative complement pathway inhibitors; 0.08% of 62,000 active; inhibition, % at 5 µM; AID 1235; Human serum alternative complement pathway, LPS-coated ELISA, C3 deposition; tested in compound mixtures;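 active = inhibition above 30% in each of the two pooled mixtures holding the compound, so the lower value exceeds 30%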;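 also: 0% = serum in Mg-EGTA without compound and 100% = EDTA serum blank; some compounds past the cut are filed as inactive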
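Test system: human serum alternative complement pathway, C3 deposition on LPS-coated wells; also added: Plate-bound LPS; doses: 5 µM per compound in ten-compound mixtures; schedule: 1 h at 37 °C; detection: Anti-C3 ELISA, OD 450 nm; evaluation: percent inhibition of C3 deposition onto LPS; repeats: two pool placements per compound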
HTR1E antagonist: blocks the human 5-HT1E serotonin receptor. inhibition, % at 6 µM. 0.99% of 65,000 active. CHO 5-HT1E Ga15 NFAT-bla reporter, FRET, antagonist. AID 571;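 active = inhibition above a set limit, the mean inhibition across every tested compound plus 3 SD, cut at about 29% in these data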;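 also: signal is the 460 over 535 nm emission ratio of beta-lactamase substrate; 0% = agonist plus DMSO wells and 100% = wells without agonist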
Ecoli tolC: blocks growth of E. coli BW25113 tolC mutant. OD615. growth inhibition, % at 10 µM (by protocol). 2.2% of 65,000 active;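 active = growth inhibition at or above a cutoff equal to the mean over every tested compound plus 3 SD, cut at about 60% in these data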;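 also: growth measured after 20 h incubation at 37 °C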
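Doses: one dose of 10 µM final / Material: E. coli BW25113 ΔtolC::kan, tolC deletion mutant strain / Buffer or medium: LB with kanamycin 50 µg/mL / Evaluation: percent growth inhibition / Detection: optical density read at 615 nm / Incubation: 37 °C, 20 h exposure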
5HT1a antag: 5-HT1a (human) receptor antagonism; P08908; CHO 5-HT1a Ga15 NFAT-bla reporter, antagonist mode; inhibition, % at 10 µM; 0.68% of 62,000 active;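 active = inhibition above the mean of all tested compounds plus 3 SD, cut at about 43% in these data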;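 also: receptor stimulated by 5-CT agonist at 100 nM near EC80; beta-lactamase reporter measured by ratiometric fluorescence of a cleavable substrate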
Target sequence (P08908 whole entry, looked up): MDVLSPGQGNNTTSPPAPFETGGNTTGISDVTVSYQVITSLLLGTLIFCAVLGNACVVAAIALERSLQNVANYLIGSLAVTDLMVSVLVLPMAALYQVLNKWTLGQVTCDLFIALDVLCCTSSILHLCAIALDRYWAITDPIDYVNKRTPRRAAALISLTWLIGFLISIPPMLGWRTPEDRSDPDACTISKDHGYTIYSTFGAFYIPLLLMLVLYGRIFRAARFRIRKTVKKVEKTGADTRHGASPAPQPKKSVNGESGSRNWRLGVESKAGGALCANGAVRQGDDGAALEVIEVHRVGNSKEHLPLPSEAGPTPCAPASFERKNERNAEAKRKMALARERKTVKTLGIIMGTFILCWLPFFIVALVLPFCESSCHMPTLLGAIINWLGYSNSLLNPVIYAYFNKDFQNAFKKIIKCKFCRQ
SF1 activator: activates the human nuclear receptor SF-1; Q13285; CHO-K1 Gal4-SF-1 LBD luciferase reporter; % increase over DMSO SF-1-specific signal; activation, % at 10 µM; 1.9% of 65,000 active; AID 522;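 active = activation above the mean activation of all tested compounds plus 3 SD, cut at about 50% in these data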
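System: CHO-K1 cells with Gal4–hSF-1 LBD chimera plus Gal4-driven luciferase; quantity: 4,000 CHO-K1 cells per well; compound: one dose, 10 µM compound, 1% DMSO; times: 20 h compound treatment, 37 °C; measured by: SteadyLite luciferase luminescence; read-out: percent activation versus DMSO; benchmarks: DMSO and mock-transfected background; replicates: one test per compound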
S1P3 ag: S1P3 (human) receptor agonism. 0.1% of 60,000 active. AID 373. S1P3 NFAT-BLA reporter cells, FRET ratio; relative to 1 µM S1P, basal subtracted. activation, % at 4.5 µM. Q99500;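 active = activation above the screen-wide mean plus 3 SD, cut at about 4.5% in these data, passing the limit was not always enough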; also: some compounds called inactive have numbers as strong as hits
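material = human S1P3 NFAT-BLA reporter CHO cells | schedule = 4 h compound at 37 °C, 2 h substrate at RT | measured by = fluorescent BLA substrate, ex 405 nm, em 460/535 nm ratio | controls = 1 µM S1P reference | replication = primary once, confirmation triplicate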
Numbers without * were called inactive; nt = not tested or not shown.

SMILES | RORA act | HTR1E agonist | S1P1 ag-PAM | AP complement | HTR1E antagonist | Ecoli tolC | 5HT1a antag | SF1 activator | S1P3 ag
CCCCN(CC)CCNC(=O)C1c2cc(OC)c(OC)cc2C(=O)N2CCc3ccccc3C12 (centres undefined) | -2.5 | 0.3 | -26.0 | 7.9 | -10.2 | -19.5 | -2.3 | 18.6 | 7.4
C#CCN1CC(C)/C(=N/O)CC1C (centres undefined) | -12.5 | 0.3 | -13.4 | 5.6 | -7.0 | -10.2 | -4.1 | -20.1 | -0.6
Cc1nnc(SCC(=O)N2CCN(S(=O)(=O)c3ccc(Cl)cc3)CC2)[nH]c1=O | 0.0 | -0.8 | -13.2 | 2.6 | 7.4 | -4.8 | -7.0 | -1.3 | 1.2
CCCn1c(=O)c2ccccc2n2c(SCc3nc4ccccc4s3)nnc12 | 42.3 | -0.4 | -5.7 | 1.8 | 13.4 | 12.8 | 20.1 | 69.9* | 0.4
CCCc1cc(=O)n2[nH]c(-c3ccc(Br)cc3)cc2n1 | 38.4 | 0.8 | 7.0 | 7.6 | 4.2 | 4.0 | 27.3 | 111.6* | 1.5
CC(=O)Oc1ccc(C(=O)Nc2nnc(C)s2)cc1 | 5.4 | -0.2 | -10.2 | 15.9 | 0.5 | 1.8 | 9.1 | 12.4 | -1.2
COc1ccc(C(=O)C(OC(=O)CNC(=O)c2ccco2)c2ccccc2)cc1 (centres undefined) | 7.3 | 0.8 | -8.0 | 0.0 | 3.6 | 5.2 | -8.8 | -9.5 | -0.7
CCOC(=O)N1CCC2(CC1)C(C#N)=C(N)Oc1n[nH]c(CSc3ccc(C)cc3)c12 | -22.6 | 0.6 | -1.7 | 12.4 | -4.7 | 6.4 | -4.4 | -19.2 | 0.0
O=C(C1CCC(Cn2c(=S)[nH]c3ccccc3c2=O)CC1)N1CCN(c2ccccc2)CC1 (centres undefined) | 11.6 | 5.9 | 21.2 | -2.6 | -10.9 | 8.8 | -10.0 | 12.2 | -1.2
Cc1ccc(-c2nnc(CSc3nnc(COc4ccccc4)n3-c3ccc(C)cc3)o2)cc1 | -18.2 | -1.1 | 7.3 | 0.1 | 5.1 | 29.8 | 33.4 | -11.6 | -1.0
c1ccc2c(c1)CCCN2Cc1nnnn1CC1CCCO1 (centres undefined) | 12.2 | -1.3 | 15.7 | -20.4 | -0.3 | 1.1 | 8.4 | -13.9 | 0.1
Cc1cc(C)nc(-n2nc(C)c(C3(O)C(=O)Nc4ccc(F)cc43)c2N)n1 (centres undefined) | 23.3 | 0.1 | -46.4 | -12.9 | -5.0 | 3.3 | 9.5 | -4.2 | -0.1
c1ccc(-c2nnc(SCc3nc4ccccc4[nH]3)o2)cc1 | -20.6 | -0.4 | -26.9 | 10.0 | 4.4 | 41.0 | 15.3 | 11.1 | -1.6
Cc1c(N=C/C=C/c2ccccc2)c(=O)n(-c2ccccc2)n1C | -7.5 | 6.9 | -20.8 | 1.4 | 4.1 | -8.4 | 0.9 | 7.2 | -0.5
COC(=O)c1ccc(CSc2ncnc3c2oc2ccccc23)o1 | -8.4 | -0.7 | -62.1 | 2.6 | 3.5 | 5.8 | -5.5 | -2.5 | -0.6
Nc1nonc1-c1noc(CCCN2C(=O)c3ccccc3C2=O)n1 | 39.8 | -0.2 | -18.2 | 17.1 | -9.7 | -1.1 | -2.1 | 49.5* | -0.3
COc1cc(NC(=O)c2c(F)cccc2F)nc(OC)n1 | 0.8 | 0.5 | -13.7 | 14.3 | 4.3 | -19.1 | -9.8 | 31.5 | -0.5
CC(C)(C)NC(=O)C(c1ccncc1)N(Cc1cccs1)C(=O)Cn1nnc(-c2cccs2)n1 (centres undefined) | -24.1 | -0.5 | 10.2 | 16.1 | 3.8 | 19.5 | 2.4 | -26.7 | 0.1
COc1cccc(C(=O)N2CCN(Cc3ccc4c(c3)OCO4)CC2)c1OC | -16.7 | -0.5 | nt | 18.0 | -8.8 | -9.3 | 2.2 | -11.3 | 0.4
CCOC(=O)c1cc2occc2n1CC(=O)N1CCN(C(=O)c2ccco2)CC1 | -12.6 | -0.2 | 1.5 | -11.1 | -12.3 | -23.2 | 0.7 | 10.7 | 0.1
CCOC(=O)CCc1n[nH]c(=O)[nH]c1=O | -27.1 | -0.4 | -14.1 | 2.5 | -10.2 | -5.3 | 8.3 | -25.0 | -1.2
Cc1cccc(-n2ncc3c(N4CC(C)CC(C)C4)ncnc32)c1 (centres undefined) | 46.9 | 0.1 | 39.9 | 27.2 | 7.7 | 63.5* | 5.0 | 50.7* | -1.6
Nc1nnc(SCc2ccccc2Cl)s1 | 5.8 | -0.6 | 0.0 | -11.0 | 6.5 | 12.8 | -0.8 | 15.1 | -0.8
Cc1ccc(C2C(C#N)=C(N)Oc3nc(-c4ccccc4)[nH]c32)o1 (centres undefined) | -10.0 | -0.4 | -3.3 | 10.3 | 0.0 | 11.0 | 17.3 | 2.9 | -1.0
Cn1c(=O)c2c(nc(Oc3ccc(-c4ccccc4)cc3)n2C)n(C)c1=O | 26.7 | 0.1 | nt | -8.7 | 4.7 | 6.3 | -7.5 | -6.9 | -1.2

Three entries already listed, ordered by the number in 5HT1a antag, falling:
| molecule | HTR1E agonist | S1P1 ag-PAM | AP complement | HTR1E antagonist | 5HT1a antag | S1P3 ag |
| --- | --- | --- | --- | --- | --- | --- |
| Cc1cc(C)nc(-n2nc(C)c(C3(O)C(=O)Nc4ccc(F)cc43)c2N)n1 (centres undefined) | 0.1 | -46.4 | -12.9 | -5.0 | 9.5 | -0.1 |
| CCOC(=O)c1cc2occc2n1CC(=O)N1CCN(C(=O)c2ccco2)CC1 | -0.2 | 1.5 | -11.1 | -12.3 | 0.7 | 0.1 |
| Nc1nonc1-c1noc(CCCN2C(=O)c3ccccc3C2=O)n1 | -0.2 | -18.2 | 17.1 | -9.7 | -2.1 | -0.3 |

New compounds follow.
SMILES | RORA act | HTR1E agonist | S1P1 ag-PAM | AP complement | HTR1E antagonist | Ecoli tolC | 5HT1a antag | SF1 activator | S1P3 ag
Cc1[nH]c(=S)[nH]c(=O)c1Cc1ccccc1 | -18.7 | -0.6 | -14.7 | 9.1 | 1.9 | 6.2 | -3.2 | -5.0 | -0.5
Cc1ccc(S(=O)(=O)N2CCN(C(=O)N3CCOCC3)C2c2ccc(N(C)C)cc2)cc1 (centres undefined) | 25.1 | -0.5 | 17.3 | -2.1 | -1.7 | -0.3 | 18.6 | 0.9 | -0.3
c1nnc(NC2=NCCCCC2)s1 | -2.3 | 0.0 | 3.1 | -0.5 | 1.9 | -12.3 | -13.1 | 12.1 | -0.5
COc1cc(OC)cc(-c2nc(-c3cc4cc(C)ccc4nc3OC)no2)c1 | 2.5 | 0.0 | 2.6 | -8.5 | 1.6 | -10.7 | -3.7 | 0.6 | 0.2
CC(=O)Nc1cc(C(=O)N2CCCC2)ccc1S(=O)(=O)c1ccc(C)cc1 | 12.7 | 0.4 | -30.4 | 16.6 | 6.6 | -17.0 | -7.1 | 9.9 | -0.5
CC(C)n1nc(C(=O)Nc2nc3ccc(S(C)(=O)=O)cc3s2)c2ccccc2c1=O | 7.7 | 0.3 | -21.4 | 11.9 | -3.5 | -9.3 | 1.6 | 16.9 | -0.1
O=C(NC1CCN(Cc2ccccc2)CC1)C1COc2ccccc2O1 (centres undefined) | -13.2 | -1.6 | 2.6 | 4.0 | 10.7 | -10.7 | -0.4 | -0.8 | -0.5
CC(NC(=O)c1cccs1)c1ccc2c(c1)OCO2 (centres undefined) | 1.3 | -0.9 | 22.4 | 13.9 | 9.2 | 4.5 | -10.0 | -15.4 | -1.8
C=CCn1c(SCC(=O)c2cccs2)nnc1-c1cccc(OC)c1 | -6.3 | 0.1 | 10.2 | 22.3 | 6.6 | 8.4 | 7.1 | -3.5 | -0.9
COc1ccc2[nH]c(O)c(NC(C)=O)c2c1 | 3.6 | 12.7* | 4.8 | -5.1 | 4.6 | -12.5 | -2.9 | 2.0 | -1.4
COCCCNC(=O)CSC1=Nc2ccccc2C2=NC(CC(=O)NCc3ccccc3)C(=O)N12 (centres undefined) | -1.0 | -0.5 | 2.3 | 14.4 | -3.5 | -9.2 | 6.5 | -18.1 | 0.2
COc1cc(-c2c(C#N)c(N)nc3c2c(C)nn3-c2ccc(C)c(C)c2)cc(OC)c1OC | 8.4 | 0.8 | -16.3 | -11.8 | 5.5 | 41.2 | 19.4 | 1.1 | 0.3
Cc1cc(C(=O)Nc2ccc(S(=O)(=O)N3CCCC3)cc2)cs1 | -5.9 | -1.1 | 7.0 | 26.6 | 13.1 | 29.3 | -1.6 | -2.4 | -1.4
Oc1ccc(N2CCN(C(c3cccnc3)c3nnnn3Cc3ccccc3)CC2)cc1 (centres undefined) | -21.1 | -0.7 | -13.6 | 4.1 | -0.2 | 13.8 | -7.5 | -11.9 | -0.9
O=C(O)c1cccc(S(=O)(=O)Nc2ccc3oc(=O)sc3c2)c1 | -8.0 | -0.6 | -25.5 | -2.0 | -1.1 | -20.0 | -7.9 | -6.7 | 0.1
Cc1ccc(C(C(=O)NC2CCCCC2)N(CC2CCCO2)C(=O)CNC(=O)c2ccco2)cc1 (centres undefined) | -10.0 | -0.6 | -6.3 | 9.0 | -2.5 | -22.4 | 1.2 | -4.7 | -1.0
O=C(NCc1ccco1)c1ccccc1Br | -2.7 | 1.2 | -5.9 | nt | -0.6 | -9.8 | 2.1 | -8.7 | -0.9
CCN(CC)S(=O)(=O)c1cccc(C(=O)NC(C(=O)NC2=NCCS2)C(C)C)c1 (centres undefined) | -13.0 | -0.3 | 9.8 | 14.3 | 1.1 | -5.6 | 6.3 | -12.8 | -1.3
CCOC(=O)c1sc(NC(=O)CSc2nnc(C(C)C)n2CC)nc1C | -3.3 | -1.0 | -7.1 | 20.0 | 1.7 | 1.3 | -8.3 | -4.9 | 0.6
O=S(=O)(NCc1ccco1)c1cccc(S(=O)(=O)N2CCOCC2)c1 | 14.9 | -0.2 | -12.2 | 8.8 | -6.0 | -10.2 | 0.6 | 0.1 | -0.7
COCCOC(=O)c1c(C)oc2ccc(NS(=O)(=O)c3ccccc3)cc12 | -27.2 | 2.2 | -18.6 | 7.9 | -2.8 | 35.0 | -3.0 | -18.3 | 0.2
O=C(CCCNS(=O)(=O)c1cccs1)N1CCN(c2ccc(F)cc2)CC1 | 1.1 | 0.0 | nt | 2.9 | 2.6 | 1.4 | 2.1 | -4.8 | nt
COc1ccc(N2CCC(CNC(=O)Nc3ccc(OC)cc3OC)C2)cc1 (centres undefined) | -35.3 | 0.9 | -14.4 | 18.1 | -2.5 | 14.2 | -12.5 | 7.3 | 0.6

Screening data from PubChem.
